# Source: PubChem
# FXN GAA850 act: activators of GAA850 frataxin (FXN) promoter; HEK293 lucGAA850 FXN promoter luciferase reporter, 24 h; percent of 10 µM SAHA response; activation, % at 6 µM; actives 0.56% (n = 360,000); AID 540364;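 active = activation above the average of all compounds screened plus 3 SD, cutoff fixed separately per campaign, cut at about 7.5% in these data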;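 also: 0% = DMSO wells and 100% = 10 µM SAHA wells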
# DAX1 inh-1: NR0B1 (DAX1) inhibition; actives 0.99% (n = 340,000); HEK293 Gal4-DAX1 luciferase reporter, luminescence; inhibition, % at 6.75 µM; P51843; AID 504766;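 active = inhibition above the mean over all tested compounds plus 3 SD, cut at about 4.2% in these data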;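 also: 0% = DAX1-transfected cells with DMSO and 100% = empty-vector control cells with DMSO; inhibition shows as a rise in luminescence from relieved DAX1 repression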
# NPR1 activator: GC-A (human) enzyme activation; HEK293 GC-A cells, cGMP TR-FRET, EC30 ANP; 0% at EC30 ANP, 100% saturating ANP; activation, % at 10 µM; actives 0.14% (n = 370,000); AID 1671463; in the data active = activation above about 40%
# Target sequence (P16066 whole entry, looked up): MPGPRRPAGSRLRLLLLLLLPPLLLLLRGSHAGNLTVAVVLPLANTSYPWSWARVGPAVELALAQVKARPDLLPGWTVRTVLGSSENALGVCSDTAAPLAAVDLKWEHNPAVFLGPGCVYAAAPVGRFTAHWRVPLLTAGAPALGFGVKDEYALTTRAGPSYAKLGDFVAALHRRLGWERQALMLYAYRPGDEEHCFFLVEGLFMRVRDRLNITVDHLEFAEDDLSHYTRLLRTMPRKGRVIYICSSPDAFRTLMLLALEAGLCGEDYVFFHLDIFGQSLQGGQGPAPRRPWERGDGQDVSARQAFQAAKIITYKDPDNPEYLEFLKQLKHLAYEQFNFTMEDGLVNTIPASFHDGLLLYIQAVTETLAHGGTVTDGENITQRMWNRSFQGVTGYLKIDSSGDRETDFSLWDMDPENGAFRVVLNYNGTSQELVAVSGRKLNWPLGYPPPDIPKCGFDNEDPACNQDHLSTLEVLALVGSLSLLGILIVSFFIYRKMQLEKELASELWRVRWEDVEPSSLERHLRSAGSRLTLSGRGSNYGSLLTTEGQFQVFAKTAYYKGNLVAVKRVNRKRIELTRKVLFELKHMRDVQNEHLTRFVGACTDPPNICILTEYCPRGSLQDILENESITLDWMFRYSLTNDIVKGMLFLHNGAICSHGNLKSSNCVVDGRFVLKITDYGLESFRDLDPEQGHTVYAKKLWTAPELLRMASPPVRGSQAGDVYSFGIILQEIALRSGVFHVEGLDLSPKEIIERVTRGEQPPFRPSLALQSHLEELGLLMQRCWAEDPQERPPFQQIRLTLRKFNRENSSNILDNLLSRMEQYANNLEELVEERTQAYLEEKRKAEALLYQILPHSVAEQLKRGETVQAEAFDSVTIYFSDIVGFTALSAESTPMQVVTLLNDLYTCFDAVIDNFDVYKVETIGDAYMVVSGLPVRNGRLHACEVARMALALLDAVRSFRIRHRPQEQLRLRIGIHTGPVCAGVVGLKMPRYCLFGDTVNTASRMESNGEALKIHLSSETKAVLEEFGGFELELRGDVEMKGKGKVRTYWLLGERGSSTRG
# SMARCA2 act: activators of SMARCA2 function; MG213 cells, MMTV-luciferase reporter, dexamethasone, overnight; activation, % at 9.1 µM; actives 1% (n = 370,000); in the data active = activation above about 7.8%;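 also: 0% = vehicle wells and 100% = reference activator wells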
# hgDAF-12 ag: hgDAF-12 agonism, primary luciferase screen | HEK293 GAL4-hgDAF12 UAS-luciferase reporter, agonist luminescence; normalized to butyrate control | actives 1.8% (n = 370,000) | activation, % at 6.8 µM;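 active = activation above a cutoff set at the mean of all screened compounds plus 3 SD, cut at about 10% in these data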;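 also: 0% = DMSO wells and 100% = sodium butyrate wells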
# PG9 Ab binder: PG9 antibody binding by small molecule; TR-FRET gp120-PG9 antibody binding; actives 0.43% (n = 360,000); AID 624416; inhibition, % at 6.7 µM; in the data active = inhibition above about 8.5%
# ADAM10 inh: ADAM10 inhibition, QFRET primary screen | actives 0.62% (n = 370,000) | recombinant ADAM10, EDANS/DABCYL FRET peptide cleavage, 3 h | O14672 | inhibition, % at 7 µM;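 active = inhibition above a per-campaign cutoff equal to the mean of compounds falling between control-based bounds plus 3 SD, cut at about 20% in these data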;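 also: 0% = DMSO wells while the 100% control is not disclosed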
# hcDAF12 agonist: activates DAF-12 receptor from parasite H. contortus | HEK293 hcDAF-12 lit1-tk-luc reporter, luminescence; 0% DMSO, 100% Δ7-dafachronic acid | activation, % at 6.8 µM | actives 1.4% (n = 370,000);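 active = activation above the mean of all tested compounds plus 3 SD, cut at about 5.5% in these data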;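 also: 100% = response to 3 µM Δ7-dafachronic acid high control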
# ADAM17 inh: inhibits human ADAM17; recombinant ADAM17, EDANS/DABCYL FRET peptide cleavage; inhibition, % at 6.95 µM; actives 0.83% (n = 370,000);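 active = inhibition above the mean of compounds lying between control limits plus 3 SD, set per campaign, cut at about 8.5% in these data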;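 also: 0% = DMSO-only wells as the low control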
# ssDAF12 agonist: activates DAF-12 receptor from parasite S. stercoralis; HEK293 ssDAF-12/GRIP1 lit1-tk-luc reporter, luminescence; % of 3 µM dafachronic acid response; activation, % at 6.8 µM; actives 1% (n = 370,000); AID 652126;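 active = activation above the mean over all tested compounds plus 3 SD, cut at about 0.9% in these data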;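 also: 0% = DMSO-only wells and 100% = 3 µM delta7-dafachronic acid wells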
# DAX1 inh-2: DAX1 (NR0B1) inhibition, primary screen. inhibition, % at 6.8 µM. HEK293T StAR-luciferase reporter, SF-1/DAX-1 repression relief. actives 1.1% (n = 370,000). AID 652010;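 active = inhibition above the mean over all tested compounds plus 3 SD, cut at about 3.6% in these data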;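 also: 0% = DAX-1 cells with DMSO and 100% = cells lacking DAX-1 with DMSO; higher inhibition means more luminescence from relief of DAX-1 repression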
# Active calls of the source: *; i = inactive; x = not tested or not shown.
SMILES,FXN GAA850 act,DAX1 inh-1,NPR1 activator,SMARCA2 act,hgDAF-12 ag,PG9 Ab binder,ADAM10 inh,hcDAF12 agonist,ADAM17 inh,ssDAF12 agonist,DAX1 inh-2
CCCCc1nnc(NC(=O)C(C)Sc2nc(C)cc(=O)[nH]2)s1 (stereo not drawn),0.4,0.8,-5.5,-3.8,-0.9,0.7,-2.4,-1.1,3.6,-1.8,-0.7
CCCCn1nc(C(=O)N(C)Cc2nc3ccccc3c(=O)[nH]2)c2ccccc2c1=O,-0.2,2.0,-1.6,-0.1,-1.2,-0.4,-5.6,0.1,-3.3,-1.2,-1.2
CCOCCCNS(=O)(=O)c1ccc(NC(=O)c2ccc(OC)c([N+](=O)[O-])c2)cc1,0.5,0.1,-7.1,2.7,-3.0,-4.3,-6.6,-1.2,-2.6,-0.8,-2.4
CCOC(=O)C1=C(C)NC(=O)NC1c1cn(-c2ccccc2)nc1-c1cccs1 (stereo not drawn),-3.5,-0.6,-41.2,0.8,-2.2,-1.6,1.6,-1.2,0.9,-1.9,-0.4
COC(=O)c1c(-c2ccc(OC)cc2)c2c(c3c4cc(F)ccc4n(S(=O)(=O)c4ccc(C)cc4)c13)C(=O)N(C)C2,x,x,0.9,-3.8,-1.1,0.5,-15.4,-0.1,-7.2,-1.4,1.1
Cc1cccc(Cn2nc(C)cc2NC(=O)CCCn2ccc([N+](=O)[O-])n2)c1,0.2,-0.3,3.8,-0.2,-0.1,-1.0,-0.7,-0.2,-4.7,-2.0,0.5
COc1ccc(OC)c(-n2nnnc2SCC(=O)NCc2ccc3c(c2)OCO3)c1,-1.6,-1.5,-5.2,0.0,-0.3,0.5,10.7,-1.0,-2.7,-1.1,-0.9
CCCC(=O)Nc1nnc(SCC)s1,1.6,-0.1,-3.9,8.5*,2.2,-2.9,-5.1,-0.7,-0.8,-1.1,-0.5
COc1ccc(C(O)Cn2c(=N)n(CCCN(C)C)c3ccccc32)cc1 (stereo not drawn),-0.3,-0.1,2.6,0.9,-1.4,3.8,-3.6,-1.6,-7.2,-0.5,-0.2
Cn1ncc(C#N)c1NC(=O)C1CC(c2ccccc2Cl)=NO1 (stereo not drawn),x,x,-2.3,-0.8,-0.2,-2.6,5.7,1.4,-2.1,-1.4,0.1

# Fetched one by one from above, four records:
SMILES,FXN GAA850 act,DAX1 inh-1,NPR1 activator,SMARCA2 act,hgDAF-12 ag,PG9 Ab binder,ADAM10 inh,hcDAF12 agonist,ADAM17 inh,ssDAF12 agonist,DAX1 inh-2
COc1ccc(C(O)Cn2c(=N)n(CCCN(C)C)c3ccccc32)cc1 (stereo not drawn),-0.3,-0.1,2.6,0.9,-1.4,3.8,-3.6,-1.6,-7.2,-0.5,-0.2
CCCCc1nnc(NC(=O)C(C)Sc2nc(C)cc(=O)[nH]2)s1 (stereo not drawn),0.4,0.8,-5.5,-3.8,-0.9,0.7,-2.4,-1.1,3.6,-1.8,-0.7
CCOC(=O)C1=C(C)NC(=O)NC1c1cn(-c2ccccc2)nc1-c1cccs1 (stereo not drawn),-3.5,-0.6,-41.2,0.8,-2.2,-1.6,1.6,-1.2,0.9,-1.9,-0.4
CCCC(=O)Nc1nnc(SCC)s1,1.6,-0.1,-3.9,8.5*,2.2,-2.9,-5.1,-0.7,-0.8,-1.1,-0.5

# More structures.
SMILES,FXN GAA850 act,DAX1 inh-1,NPR1 activator,SMARCA2 act,hgDAF-12 ag,PG9 Ab binder,ADAM10 inh,hcDAF12 agonist,ADAM17 inh,ssDAF12 agonist,DAX1 inh-2
CC(=O)Nc1ccc(-c2ccnc3c2CC(C)(C(=O)NCc2ccc(N4CCN(C)CC4)cc2)O3)cc1 (stereo not drawn),0.3,x,-0.6,-4.2,-4.4,-0.4,-2.2,-0.9,0.2,-1.3,-0.6
CCCCCNC(=O)C(c1cccc2ccccc12)n1c(=O)c(-c2cc3ccccc3[nH]2)nc2ccccc21 (stereo not drawn),x,x,5.9,-3.4,1.6,1.9,-63.2,4.3,-21.0,0.6,0.2
CC1=NN(c2ccccc2)C(=O)/C1=C\C=C1/N(C)c2ccccc2C1(C)C,-1.7,-2.0,2.3,-3.1,-1.7,-3.9,2.4,-2.5,0.8,-1.4,-0.5
Cc1ccn2c(=O)nc(SCC(=O)N3CCCC3)nc2c1,2.0,-1.1,0.1,-1.2,-1.2,1.5,-24.0,1.7,-8.0,-0.9,1.4
COc1ccc(CCNC(=O)c2cnc3ccccn3c2=O)cc1,2.2,1.2,5.0,0.6,1.3,-0.1,-144.8,0.3,-51.0,-0.1,0.3
COc1ccc(-c2ncnc(C(F)(F)F)c2-c2csc(C)n2)c(O)c1,-0.4,-2.1,-1.4,1.5,-1.7,-0.8,5.0,-1.9,-3.2,-1.2,-0.4
CC(C)C#Cc1cnc2c(c1)C(=O)N([C@H](C)CO)C[C@@H](C)[C@H](CN(C)C(=O)Nc1ccccc1F)O2,1.2,1.6,1.3,-2.8,0.0,-0.8,-18.2,-1.7,-3.8,-1.4,-0.4
COc1cc(NC(=O)C2CCCN(c3ncnc4c3nc3n4CCCCC3)C2)cc(OC)c1OC (stereo not drawn),-0.5,-0.6,-2.6,-1.8,-2.3,-0.3,-4.8,-0.4,1.4,-0.9,-0.3
COc1cccc(CN2CCN(C(=O)c3cccc4ccccc34)CC2)c1,-0.3,-1.6,-2.5,-2.4,-2.1,1.0,0.7,-2.3,-2.0,-1.9,-0.8
COc1cccc(CNC(=O)CN2C(=O)CSc3ccc(S(=O)(=O)N4CCCC4)cc32)c1,-2.5,1.0,2.2,-0.8,1.7,-0.7,2.9,-1.6,-0.1,-0.8,-2.0
Nc1ccc(Br)cc1Br,-0.8,1.6,5.8,-2.7,-1.2,-2.1,4.4,0.0,-0.5,-0.7,0.5
CCc1c(-c2ccccc2Br)ncn1CCc1ccccc1OC,x,x,-5.5,-8.6,-1.5,1.9,0.3,-4.2,-2.5,-2.1,-1.4
CCCOc1ccc(-c2csc(N)n2)cc1[N+](=O)[O-],6.5,1.6,6.7,6.1,5.7,-0.5,4.7,0.9,0.2,-1.4,0.4
Cc1ccc(Cl)c(OCC(=O)NCc2ccco2)c1,1.9,1.4,7.0,0.4,0.8,-0.2,5.3,-0.3,-2.1,-0.3,0.7
COc1cc(C#Cc2c(-c3cncn3C)n(C)c3ccc(Br)cc23)cc(OC)c1,2.8,-1.2,-3.3,-2.4,-0.4,0.7,-45.2,-2.6,-12.9,-1.5,-0.1
COc1ccc(N2C(=O)C(CC(N)=O)N(NC(=O)CCc3ccccc3)C2=O)cc1 (stereo not drawn),-3.1,5.9*,3.5,2.2,-1.4,0.9,2.1,0.6,3.4,-1.4,0.2
COc1ccc(Cl)cc1NC(=O)C(C)Sc1nnc(C2CC2)n1C1CC1 (stereo not drawn),-1.7,0.1,-6.3,2.0,-1.2,-0.1,-3.2,-2.6,-2.4,-1.7,0.0
C=CCNC(=O)c1onc(CSc2ccccc2)c1C(=O)NCC=C,1.5,-0.4,3.0,3.4,-3.2,0.5,11.7,-0.8,1.9,-1.5,0.5
CN1CCN(c2ccc(CNS(=O)(=O)c3ccccc3)cc2)CC1,0.3,1.7,4.4,-3.7,-2.1,0.5,1.9,-0.9,2.1,-1.4,0.7
COc1ccc(NC(=O)CN2C(=O)C(C)SC(C)C2=O)c(OC)c1 (stereo not drawn),-0.7,1.6,2.5,-3.1,0.7,0.7,-5.2,1.1,-1.3,-1.1,-1.2
O=C(CCCC(=O)n1cnc2ccccc21)n1cnc2ccccc21,1.2,-0.9,0.3,-2.8,0.0,2.5,-3.4,-0.8,-0.2,-1.2,0.3
CC(C)[C@@H](C)/C=C/[C@@H](C)[C@H]1CC[C@@H]2[C@]1(C)CCC1[C@]23C=C[C@]2(C[C@@H](O)CC[C@]12C)N(c1ccc(F)cn1)O3 (stereo partly drawn),x,x,7.4,3.7,3.1,-1.2,-8.5,1.7,-5.3,-0.1,1.3
O=C1Cc2ccccc2C(=O)N1Cc1ccccc1,3.2,-0.7,1.6,4.3,0.2,0.7,3.6,-1.0,0.1,-1.0,0.3
COc1ccc(-n2nnnc2C(c2cccc(OC)c2OC)N2CCN(C/C=C/c3ccccc3)CC2)cc1 (stereo not drawn),x,x,-4.2,-3.4,-2.9,-1.5,3.7,-0.3,2.8,-1.0,-1.4
Cc1cc(C)nc(NC2=NCC(=O)N2c2ccc3c(c2)OCCO3)n1,-1.7,0.3,-1.8,1.6,2.2,-0.4,-2.5,-0.9,-2.9,-1.5,0.3
COc1ccc(/C=C(\C#N)C(=O)N2CCOCC2)cc1Br,5.5,0.2,3.8,0.3,-0.7,-2.1,3.8,-1.9,-2.4,-1.1,-0.3
COc1cccc(OCC(O)CN2CCN(c3ccc(Cl)cc3)CC2)c1 (stereo not drawn),0.0,1.2,-2.6,2.0,-0.9,1.3,4.1,-1.7,2.5,-1.2,0.1
O=C(COc1ccccc1/C=C1\SC(=O)NC1=O)Nc1ccccc1,2.3,-1.6,-1.3,-2.7,-1.2,-2.0,10.7,1.0,0.3,-1.4,-0.6
CC(C)CC1NC(=O)c2ccc(Cl)cc2-n2c1nc1ccc(F)cc1c2=O (stereo not drawn),x,x,0.7,-1.8,0.8,-0.1,2.5,-0.3,-3.9,-1.2,-0.4
CCOC(=O)C1CCCN(Cc2ccc(OCc3ccccc3)cc2)C1 (stereo not drawn),2.6,-0.2,7.6,-2.5,0.5,-1.1,-6.6,-1.1,0.3,-1.4,-0.4
COCCn1c(SCC(=O)Nc2cc(C)on2)nc2c(c1=O)SCC2,0.4,0.0,-0.7,3.1,1.6,-2.5,2.5,2.1,2.3,-1.2,-0.3
CCOc1ccc(S(=O)(=O)N2CCN(C(=O)c3ccc(Cl)c(S(=O)(=O)N4CCOCC4)c3)CC2)cc1,3.1,-0.5,4.4,0.6,-2.2,-0.2,-10.4,0.4,-9.2,-1.1,0.7
Cc1cc(NC(=O)CN(C)C)c([N+](=O)[O-])cc1C,-0.2,-1.7,-1.9,-2.0,1.6,1.0,-7.4,1.4,-6.2,-1.8,-0.6
O=[N+]([O-])c1cccc(C=NN=C2c3ccccc3-c3ccccc32)c1,0.3,0.9,-5.8,-2.1,-0.6,2.0,0.1,-0.4,-3.0,-0.3,-0.4
CN(Cc1ccccc1F)Cc1cc(=O)oc2cc(O)c(Cl)cc12,1.1,-1.5,5.6,-1.6,4.1,0.4,i,-0.5,i,-0.3,0.1
CCCCC1CCC(C(=O)N(CC(C)C)c2c(N)n(Cc3ccccc3)c(=O)[nH]c2=O)CC1 (stereo not drawn),x,x,0.1,-0.3,0.2,1.6,-3.2,-1.2,-4.1,-0.4,1.5
O=C(NCCc1csc(-c2cccc(F)c2)n1)c1ccco1,1.1,0.3,2.3,1.2,1.4,-0.2,-6.2,-3.6,-3.3,-1.2,-2.5
Cc1ccc(C)c(NC(=O)CN(C)C(=O)c2cc(-c3cccs3)nn2-c2ccccc2)c1,1.7,1.4,-3.9,-0.9,-3.7,-0.9,-2.1,0.2,-2.8,-1.2,-1.2
Cc1ccc(C(=O)COC(=O)CNC(=O)c2ccco2)cc1,-0.7,0.2,5.5,-0.1,0.2,0.8,-5.5,-0.9,-2.8,-1.4,-0.3
Cc1ccccc1SCCNC(=O)c1ccccc1Br,5.9,-0.5,0.0,3.9,6.5,-1.2,8.2,0.4,0.1,-1.1,1.5
